IL1B NFkB pot: enhances IL-1B driven NFkB nuclear translocation. HUVEC IL-1B NFkB p65 nuclear translocation imaging. activation, % at 2 µM. AID 819. actives 0.3% (n = 94,000);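 active means activation above 40%, about the mean plus 3 SD, also judged a hit on visual image review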;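 further: percent activation is computed from the nuclear over cytoplasmic p65 intensity ratio; values of inactives mirror those of a sister screen read the other way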
MRP resist rev: compounds reversing MRP-mediated drug resistance; H69AR cells + 2 uM doxorubicin, CellTiter-Glo, 72 h; differential viability (reversal), % at 10 µM; actives 0.04% (n = 85,000); AID 602;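 active means viability drop by adding the cancer drug above about 55%, with treated viability meeting a 40% cutoff, limit read from the data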;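 further: viability without doxorubicin minus viability with 2 µM doxorubicin for each compound; larger differential means the compound sensitizes cells more to doxorubicin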
Bcl-B TR3 displacers: displacers of TR3 peptide from Bcl-B, primary screen, selectivity assay for Bfl-1 inhibitor project, biochemical, fluorescence polarization; FP displacement of FITC-TR3 peptide from Bcl-B; higher % means a stronger effect; actives 0.11% (n = 96,000); one-dose displacement, % at 20 µM; IC50 in µM for titrated hits;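 active means displacement above 50% at 20 µM plus a fluorescence interference ratio under 1.5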;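 further: plate controls were wells without compound for no effect and wells lacking Bcl-B protein for full effect; a part of the inactive calls stands beside numbers as strong as those of hits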
PLAP inhibitors HTS: PLAP enzyme inhibitors, biochemical, luminescence, HTS (AID 690). purified PLAP, luminescent substrate; higher % means a stronger effect. inhibition, % at 20 µM; hits with a dose series show IC50 in µM. actives 0.08% (n = 96,000); in the data active means a potency from the dose series; inactive means the rest, 99 in 100 with inhibition below about 30%; further: strong numbers were not always called active
IL1B NFkB inh: blocks IL-1B driven NFkB nuclear translocation in HUVEC cells; HUVEC IL-1B NFkB p65 nuclear translocation imaging; inhibition, % at 2 µM; actives 0.43% (n = 94,000);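 active means inhibition above about 30% together with a positive call from visual inspection of the well image, limit read from the data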;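 further: nuclear over cytoplasmic p65 intensity ratio measured by imaging; 0% = IL-1B stimulated DMSO wells and 100% = unstimulated DMSO wells; values of inactives mirror those of a sister screen read the other way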
MRP resist rev cytotoxicity: also measured in MRP resist rev; calls as there; viability, %; H69AR cells, CellTiter-Glo, 72 h; measured here: cytotoxicity without doxorubicin
MRP resist rev with doxorubicin: recorded beside MRP resist rev, whose call it bears; viability, %; measured here: viability with 2 uM doxorubicin; active compounds read low
IL1B NFkB inh cell count 2 µM: also measured in IL1B NFkB inh; calls as there; cell count; measured here: cells passing quality filter;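 raw number of nuclei counted in each imaged well without normalization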
IL1B NFkB pot cell count 2 µM: also measured in IL1B NFkB pot; calls as there; cell count; measured here: cells passing quality filter
The depositor's hits bear a star; . = no result given. An excerpt. The share of hits here may be higher or lower than overall.

SMILES	IL1B NFkB pot	IL1B NFkB pot cell count 2 µM	MRP resist rev	MRP resist rev cytotoxicity	MRP resist rev with doxorubicin	Bcl-B TR3 displacers	PLAP inhibitors HTS	IL1B NFkB inh	IL1B NFkB inh cell count 2 µM
Cn1c(SCC(=O)NC(=O)NCc2ccco2)nnc1-c1ccccc1	-10	118	5	100	95	0%	7%	10	118
O=C(COC(=O)CCc1ccc(S(=O)(=O)N2CCOCC2)cc1)Nc1ccc(Cl)cn1	-7	178	-2	94	95	10%	.	7	178
CCOc1ccc(C2/C(=C(/O)c3ccc(OC)cc3)C(=O)C(=O)N2c2cc(C)on2)cc1OC (centres undefined)	3	175	3	92	90	6%	-45%	-3	175
N#Cc1nc(-c2ccco2)oc1N1CCC(Cc2ccccc2)CC1	-5	144	14	99	85	-32%	-22%	5	144
CCOP(=O)(OCC)C(C)(C)NC(=O)c1cc([N+](=O)[O-])cc([N+](=O)[O-])c1	-1	41	-5	96	101	9%	7%	1	41
CC(=O)c1cccc(NC(=O)CN2C(=O)COc3ccc(Cl)cc32)c1	3	131	21	86	64	-6%	10%	-3	131
Cc1ccc(S(=O)(=O)N2CCOCC2)cc1C(=O)NC1CCCCC1	.	.	7	101	94	-7%	-41%	.	.
O=C(CSc1nnnn1C1CCCCC1)Nc1ccc2c(c1)OCO2	8	100	-11	92	103	1%	-22%	-8	100
CCOC(=O)N1CCN(/C=C(\C#N)c2nc3ccccc3s2)CC1	7	119	0	85	84	-101%	-25%	-7	119
CC1CC(C)CN(c2ccc(-n3cnnn3)cc2[N+](=O)[O-])C1 (centres undefined)	2	133	.	.	.	7%	-5%	-2	133
Cn1c(=O)c(Cc2ccccc2)c(O)c2ccccc21	-4	165	-7	100	107	3%	5%	4	165
COc1ccc(-n2c(SCC(=O)N3CCOCC3)nc(O)c(Cc3ccccc3)c2=O)cc1	30	189	4	105	101	8%	-21%	-30	189
Nc1nonc1C(=O)NCCNCc1ccccc1OCc1ccc(F)cc1	-1	202	.	.	.	3%	19%	1	202
Cn1c(SCC(=O)Nc2ccc(F)cc2F)nnc1-c1cccnc1	.	.	6	85	78	-1%	6%	.	.
Cc1nc(NC(=O)C23CCC(C)(C(=O)O2)C3(C)C)sc1C (centres undefined)	20	129	12	86	74	-4%	-26%	-20	129
Cc1occc1-c1nnc(SCC(=O)NC2CCCC2)n1-c1ccccc1	0	175	-9	95	105	.	.	0	175
CC(C)(C)C1CCC2(CC1)C(C#N)=C(SCC(=O)NC1CCCCC1)NC(=O)C2C#N (centres undefined)	-7	147	-26	10	36	-8%	-32%	7	147
Cc1ccc2c(CSc3nc4ccccc4c(=O)n3CCCO)cc(=O)oc2c1C	-5	177	16	86	70	11%	-54%	6	177
CCCn1nc2cc(C(=O)NCCc3cccs3)ccc2c1OCC	5	142	.	.	.	1%	-34%	-5	142
O=C1CCCc2sc3c(c2N1)CCCCC3	5	195	-10	83	93	11%	3%	-4	195
Cc1nc2ccccc2c2oc(C(=O)N3CCC(N4CCCCC4)CC3)cc12	.	.	10	86	76	19%	-52%	.	.
CCCNS(=O)(=O)c1cc(Br)cc2c1N(C(=O)CC)CC2	.	.	3	82	78	-7%	22%	.	.
O=S(=O)(c1cccc(-c2nnco2)c1)N1CCCC1	2	130	10	96	86	-2%	-41%	-2	130
Cc1[nH]c2ccccc2c1/C=C/c1cc[n+](C)cc1	8	133	.	.	.	-187%	29µM*	-8	133
Cn1c(=O)c2c(ncn2CC(=O)N2CCc3ccccc3C2)n(C)c1=O	5	136	17	89	73	-6%	0%	-5	136
COC(=O)c1ccc(NC(=S)NC2CCCCC2)cc1	14	194	.	.	.	-20%	11%	-14	194
CCc1nnc(NC(=O)CSc2nc3c(c(=O)n2C)SC(C)C3)s1 (centres undefined)	.	.	3	81	77	0%	0%	.	.
CCOc1cc(C)c(C(C)C)cc1S(=O)(=O)N1CCN(C)CC1	14	109	4	88	84	4%	-47%	-14	109
Cc1cc2cc3c(cc2nc1SCC(=O)OC(C)C)OCO3	12	177	.	.	.	12%	18%	-12	177
CC(=O)Nc1ccc(S(=O)(=O)N(Cc2ccccc2)C(C)C)cc1	6	153	2	86	83	7%	1%	-6	153
COc1cc2c(cc1OC)CN(CC(=O)Nc1cccc(C)c1)CC2	-1	128	5	96	91	.	.	1	128
O=C(NCCCNCCCNC(=O)c1ccccn1)c1ccccn1	.	.	-9	88	97	1%	-7%	.	.
CCCCn1c(C)cc(C)c(S(=O)(=O)c2ccccc2C)c1=O	17	66	-1	80	81	-10%	33%	-17	66
CCOC(=O)CC(=O)CSc1nc2sc(C)cc2c(=O)n1Cc1ccco1	-9	129	8	79	71	-8%	7%	10	129
Nc1nonc1C(=O)N/N=C/c1ccc(-c2cccc([N+](=O)[O-])c2)o1	2	163	.	.	.	8%	-27%	-2	163
Cc1oc(-c2cccc(Cl)c2)nc1CN1CCC(C(=O)NCc2ccco2)CC1	2	184	5	83	78	-8%	-65%	-2	184
O=C(NC1CCCC1)c1ccc(S(=O)(=O)N2CCOCC2)cc1	-19	164	-7	84	91	2%	13%	18	164
CC1CN(CCc2ccccc2)c2nc3c(c(=O)[nH]c(=O)n3C)n2C1 (centres undefined)	-6	119	.	.	.	-2%	-37%	6	119
O=C1CCCN1CCCNS(=O)(=O)c1ccc(Cl)c(C(=O)N2CCOCC2)c1	18	176	.	.	.	0%	-18%	-18	176
C=CCn1c(C#N)c(N)sc1=N	2	80	6	98	92	-13%	-15%	-2	80
Cc1ccc(S(=O)(=O)n2ccc3cccnc32)cc1	-5	134	.	.	.	.	.	5	134
CCC(=O)Nc1sc2c(c1C#N)CC(C)(C)NC2(C)C	32	125	-1	100	101	4%	-11%	-32	125
CCOC(=O)c1cc2c(nc1N)CC(C)(CC)OC2 (centres undefined)	5	130	2	98	96	-3%	-5%	-4	130
COc1ccc(CCNC(=O)CN(C)S(=O)(=O)c2cccc3nsnc23)cc1OC	15	121	0	87	87	6%	-2%	-15	121
Cc1ccc(NC(=S)C2=C(O)c3sccc3N(C)S2(=O)=O)cc1	-2	178	5	99	94	6%	-21%	2	178
Cc1ccc(-n2ncc3c(N4CCCC4)ncnc32)c(C)c1	-4	116	32	55	24	0%	.	4	116
COc1ccc(-n2c(SC3CCOC3=O)nc3ccccc32)cc1 (centres undefined)	-2	108	-4	95	99	6%	-16%	2	108
COc1ccc(-c2nnc(SCCC(=O)O)n2-c2ccccc2)cc1	-6	109	7	90	83	-8%	-2%	6	109
CCC(c1nnnn1CCOC)N1CCN(C(=O)c2ccco2)CC1 (centres undefined)	3	82	.	.	.	-3%	-4%	-3	82
O=C(Nc1cccn2ncnc12)c1ccc(Cl)cc1Cl	2	161	.	.	.	-13%	3%	-2	161
CCOC(=O)c1c(NC(=O)C2COc3ccccc3O2)sc(C(C)=O)c1C (centres undefined)	3	118	-4	21	25	-24%	26%	-3	118
Cc1cc(N)n2ncc(-c3cccc(Br)c3)c2n1	13	120	-27	26	53	-1%	18%	-13	120
CCN(CC)C(=O)CSc1nnc(CCCCCNC(=O)OC(C)(C)C)o1	9	200	12	95	82	-8%	-30%	-9	200
CC(=O)Nc1ccc2c(c1)CCC2=O	-2	140	4	104	100	-7%	11%	2	140
Cc1cc(S(=O)(=O)N2CCCCCC2)c(Cl)cc1Cl	-4	154	2	80	78	-1%	25%	4	154
CN1CCN(S(=O)(=O)c2ccc(NC(=O)c3cccc(S(=O)(=O)N4CCCC4)c3)cc2)CC1	18	111	9	82	73	-4%	-64%	-18	111
COc1ccc(N(CC(=O)N2CCCCCC2)S(=O)(=O)c2c(C)[nH]c(=O)[nH]c2=O)cc1	0	144	4	95	91	18%	4%	0	144
COC(CNC(=O)c1cccc2c1C(=O)N(Cc1cccnc1)C2)OC	0	68	2	93	91	-9%	7%	-20	161
CS(=O)(=O)N1CCN(c2cccc(Cl)n2)CC1	3	174	0	103	103	0%	15%	-3	174
CCS(=O)(=O)c1nnnn1-c1ccccc1S(C)(=O)=O	-4	88	-36	46	82	-6%	-8%	4	88

Profiles, looked up by structure. Values in the order: IL1B NFkB pot, IL1B NFkB pot cell count 2 µM, MRP resist rev, MRP resist rev cytotoxicity, MRP resist rev with doxorubicin, Bcl-B TR3 displacers, PLAP inhibitors HTS, IL1B NFkB inh, IL1B NFkB inh cell count 2 µM
Shown for CC(=O)Nc1ccc2c(c1)CCC2=O : -2, 140, 4, 104, 100, -7%, 11%, 2, 140
Shown for CCOC(=O)c1c(NC(=O)C2COc3ccccc3O2)sc(C(C)=O)c1C (centres undefined) : 3, 118, -4, 21, 25, -24%, 26%, -3, 118

Further records:
SMILES	IL1B NFkB pot	IL1B NFkB pot cell count 2 µM	MRP resist rev	MRP resist rev cytotoxicity	MRP resist rev with doxorubicin	Bcl-B TR3 displacers	PLAP inhibitors HTS	IL1B NFkB inh	IL1B NFkB inh cell count 2 µM
Nn1c(SCC(=O)NCCC2=CCCCC2)nnc1C(F)(F)F	0	163	.	.	.	1%	-2%	0	163
O=C(c1ccc(COc2c(F)c(F)cc(F)c2F)o1)N1CCN(c2ccc(Cl)cc2)CC1	-1	153	-9	48	57	-9%	7%	1	153
O=C(CCCCn1c(=O)[nH]c2ccsc2c1=O)NCc1cccnc1	-6	141	-9	92	102	.	.	6	141
CSc1nc(NCCOCCO)c2sc3nc(-c4ccco4)c4c(c3c2n1)CCC4	.	.	-4	85	89	-38%	-41%	.	.
COc1ccc(CC(=O)NC(C)c2nnc(SCC(=O)Nc3nc(C)cs3)n2C)cc1 (centres undefined)	2	149	-9	65	74	-6%	-31%	-2	149
Cc1cc(NC(=O)CN2CCCC(C)C2)n(-c2nc3ccccc3s2)n1 (centres undefined)	24	162	-2	62	64	-8%	15%	-24	162
CCOc1ccc(-c2nnc3ccc(SC)nn23)cc1	0	124	-11	53	65	0%	1%	0	124
COC(=O)c1ccc(-c2nc(-c3cccs3)no2)cc1	3	130	-21	74	96	-28%	-5%	-3	130
O=C(NCc1ccco1)c1sc(=S)n2c1[nH]c(=O)c1ccccc12	3	149	2	88	86	0%	-32%	-2	149
CCn1c(=S)sc2c(=O)n(-c3ccccc3)c(SCC(=O)NCc3ccco3)nc21	3	104	16	82	66	9%	-5%	-3	104
CCn1c(SCC(=O)c2cc(OC)ccc2OC)nnc1-c1ccncc1	-3	175	4	92	88	.	.	3	175
COc1ccc(N2CCN(S(=O)(=O)/C=C/c3ccccc3)CC2)cc1	-12	110	5	96	92	-12%	52%	12	110
CCN(CC)C(=O)N1CCC(NC(=O)c2ccccc2)CC1	1	101	-2	84	86	-2%	0%	-1	101
Cc1cc(C)cc(N(CC(=O)NCc2ccco2)S(=O)(=O)c2c(C)noc2C)c1	6	76	23	90	66	2%	-13%	-6	76
CC(=O)Nc1ccc2c(c1)ncn2C1CCCCC1	-3	94	8	99	91	.	.	4	94
CCCCOC(=O)C(NC(=O)c1ccccc1)=C(C)C	1	127	15	99	84	-4%	7%	-1	127
Cc1ccc2nc(-c3ccc(S(=O)(=O)N4CCOCC4)cc3)cn2c1	.	.	-2	89	91	-3%	13%	.	.
Cc1ccc(C(=O)NCCCN2CCOCC2)cc1N1CCCC1=O	24	138	4	107	103	3%	-16%	-24	138
Cc1ccc(-n2c(C)cc(/C=c3/sc4nc5ccccc5n4c3=O)c2C)cc1	9	172	13	98	85	-59%	2%	-10	172
COc1ccc2c(CC(=O)OCC(=O)NC(=O)c3cccn3C)coc2c1	.	.	-1	98	100	-14%	11%	.	.
O=S(=O)(c1ccc(F)cc1)N1CCC(O)(c2ccc3c(c2)OCO3)CC1	5	158	3	87	84	-2%	11%	-5	158
CC(C)OCCCNC(=O)c1sc(=S)n(C)c1N	24	144	1	97	96	-6%	-14%	-24	144
COc1ccc(S(C)(=O)=O)cc1S(C)(=O)=O	-5	140	.	.	.	2%	6%	5	140

Bioassay records as filed in PubChem BioAssay.
